SARS 3CLpro inh – SARS-CoV 3CLpro protease inhibition. recombinant SARS-CoV 3CLpro, quenched FRET peptide cleavage. AID 1706. inhibition, % at 6 µM. 0.14% of 290,000 active; in the data active means inhibition above about 12%
Y pestis TopoI – Y. pestis Topo-I inhibition via cleavage products; activity, % at 10 µM; Y. pestis Topo-I cleavage product accumulation, plate reader; 0.064% of 360,000 active; AID 504884; in the data active means activity above about 50%, passing the limit was not always enough; inconclusive means no clear call, values can overlap the other calls; further: inactives centre near 2
Anthrax LF inh2 – blocks Bacillus anthracis lethal factor protease. inhibition, % at 10 µM. multiplex microsphere protease cleavage assay, LF. 0.12% of 360,000 active; in the data active means inhibition above about 30%; inconclusive means no clear call, values can overlap the other calls; further: plate controls were buffer without enzyme for full effect and enzyme alone for no effect
MazEF act – activators of E. coli MazEF toxin-antitoxin RNase | FAM/BHQ RNA-DNA oligo cleavage fluorescence, 5 h | activation, % at 20 µM | AID 504720 | 0.32% of 350,000 active; in the data active means activation above about 50%
Target sequence (P0AE70 whole entry, looked up): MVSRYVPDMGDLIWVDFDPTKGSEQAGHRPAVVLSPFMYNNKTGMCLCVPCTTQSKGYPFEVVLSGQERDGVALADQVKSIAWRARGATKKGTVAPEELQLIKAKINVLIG
Vc quorum ag – inducers of Vibrio cholerae quorum light production without autoinducers | 0.16% of 350,000 active | V. cholerae BH1578 lux reporter, luminescence, 6 h | activation, % at 18.7 µM; in the data active means activation mostly above about 9.7%, no sharp cut-off; inconclusive means no clear call, values can overlap the other calls; inactive means mostly below about 3.7%; further: not every result past the cut was called active; inactives centre near 0; reference of the scale not given here
TcdB inh – inhibitors of Clostridioides difficile toxin B glycohydrolase; AID 652162; TcdB glycohydrolase enzymatic assay, plate reader; P18177; 0.24% of 350,000 active; inhibition, % at 9.99 µM; in the data active means inhibition above about 10%
DUSP3 inh – inhibitors of human VHR1 phosphatase (DUSP3) | P51452 | recombinant VHR phosphatase, pNPP absorbance | inhibition, % at 13.3 µM | 0.52% of 290,000 active | AID 1654; in the data active means inhibition above about 50%; further: some compounds called inactive have numbers as strong as hits
Target sequence (P51452 whole entry, looked up): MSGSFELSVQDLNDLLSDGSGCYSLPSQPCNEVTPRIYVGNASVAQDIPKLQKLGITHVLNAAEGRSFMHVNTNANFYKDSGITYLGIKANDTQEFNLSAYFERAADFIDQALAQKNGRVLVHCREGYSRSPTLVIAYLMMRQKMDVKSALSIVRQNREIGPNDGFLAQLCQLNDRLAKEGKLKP
PriA SSB inh – blocks PriA binding to SSB C-terminal tail; AlphaScreen SSBct-PriA binding, biotinylated peptide; AID 1272365; inhibition, % at 33 µM; 0.6% of 430,000 active; in the data active means inhibition mostly above about 37%, no sharp cut-off; inactive means mostly below about 20%;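 further: plate controls were negative control peptide for no effect and reference peptide for full effect; strong numbers were not always called active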
Rv3671c protease – Rv3671c (M. tuberculosis) protease inhibition | P9WHR9 | 0.048% of 320,000 active | inhibition, % at 5.96 µM | AID 2606; in the data active means inhibition above about 38%;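 further: extracellular domain of Rv3671c used as enzyme; 0% = enzyme with DMSO and 100% = no enzyme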
Target sequence (P9WHR9 whole entry, looked up, the tested form may be a part): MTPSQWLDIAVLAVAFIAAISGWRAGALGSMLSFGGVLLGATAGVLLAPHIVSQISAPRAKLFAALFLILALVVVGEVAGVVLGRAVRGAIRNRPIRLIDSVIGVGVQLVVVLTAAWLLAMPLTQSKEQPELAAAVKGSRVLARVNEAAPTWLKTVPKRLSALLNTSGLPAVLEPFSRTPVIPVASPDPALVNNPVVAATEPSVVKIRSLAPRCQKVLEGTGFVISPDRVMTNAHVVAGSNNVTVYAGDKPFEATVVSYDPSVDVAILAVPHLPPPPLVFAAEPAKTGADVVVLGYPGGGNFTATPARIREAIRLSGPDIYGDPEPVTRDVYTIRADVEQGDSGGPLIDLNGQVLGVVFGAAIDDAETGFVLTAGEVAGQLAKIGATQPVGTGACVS
PfHsp40 rescue – compounds rescuing yeast from Plasmodium falciparum HSP40 toxicity; S. cerevisiae expressing PfHsp40, growth rescue, ATP luminescence; growth rescue, % at 12.5 µM; 0.68% of 340,000 active; AID 504582; in the data active means growth rescue above about 28%, passing the limit was not always enough; inconclusive means no clear call, values can overlap the other calls;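 further: yeast W303a lacking pdr1 and pdr3 grown in galactose medium; growth measured after three days at 30 °C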
* = called active by the depositor; i = inactive; ? = inconclusive; . = no result given; & = joins results of further samples. Not all compounds are listed; count on the stated rates, not on these rows.

SMILES | SARS 3CLpro inh | Y pestis TopoI | Anthrax LF inh2 | MazEF act | Vc quorum ag | TcdB inh | DUSP3 inh | PriA SSB inh | Rv3671c protease | PfHsp40 rescue
CC(C)(C)[C@@H]1C=C(C(=O)NCc2ccccc2)O[C@H](OCc2ccc(CO)cc2)C1 | 1.6 | 27.7 | -3.8 | 4.9 | -0.8 | 0.8&0.1 | 17.5 | -12.3 | 3.9 | 2.4
CCOc1[nH]n(-c2ccccc2)c(=O)c1C=Nc1ccc(F)cc1F | 0.9 | 4.3 | -1.3 | 1.0 | -5.6 | 1.0 | 16.9 | -0.9 | -6.4 | 8.0
CC(C)(C)c1ccc(/C=C2\CCn3c2nc2cc(C(=O)O)ccc2c3=O)cc1 | -1.7 | 7.6 | -4.0 | 2.5 | i | 1.5 | 30.3 | -6.2 | -4.5 | -0.9
CCc1ccc(Nc2n[n+](-c3ccccc3)c(-c3ccc(SC)cc3)s2)cc1 | 3.1 | -5.5 | 3.1 | -15.0 | i | -0.6 | 24.4 | 66.2* | -12.8 | -0.3
CC(=O)c1cc(-c2ccccc2)n(CCC(=O)NC2CCC(C)CC2)c1C (centres undefined) | -7.9 | 27.6 | 0.7 | 1.0 | -0.8 | . | 4.5 | -8.0 | -9.2 | 2.7
CCOc1ccccc1C(=O)OCC(=O)NCC1CCCO1 (centres undefined) | . | 7.3 | 0.8 | 2.6 | i | 1.4 | . | -5.6 | 6.5 | 0.8
CN(c1cccc(Cl)c1)S(=O)(=O)c1cccc(C(=O)NC2=NCCS2)c1 | 8.2 | 9.5 | -1.6 | 6.0 | i | . | 8.2 | -11.1 | -5.8 | -0.4
CC(NC(=O)c1cc(S(=O)(=O)N(C)C)ccc1N1CCCC1)C1CC2CCC1C2 (centres undefined) | 1.7 | 21.5 | 6.2 | 6.3 | -0.7 | 1.1 | 14.7 | -5.6 | 3.9 | -0.2
COc1cc(/C=C/C(=O)OCC(=O)NCCc2ccc(F)cc2)ccc1OC(F)F | . | 13.8 | 6.9 | -3.2 | -3.2 | 1.2 | . | -4.6 | 0.3 | -0.2
COc1ccc(F)cc1C(=O)C1CCCN(Cc2cnc(N3CCCC3)s2)C1 (centres undefined) | -0.5 | 6.8 | -5.8 | 13.1 | i | -0.4 | -3.9 | 3.0 | -6.2 | -1.0
O=C(c1nn(-c2ccccc2)c(=O)c2ccccc12)N1CCN(c2ccccn2)CC1 | 7.1 | 14.7 | -0.5 | 5.2 | i | . | 37.9 | -4.5 | 2.1 | 0.4
Cc1cc(C(=O)COC(=O)c2n[nH]c(=O)c3ccccc23)c(C)n1C(C)C | . | 10.4 | -5.4 | -2.9 | i | 1.2 | . | 23.7 | -5.1 | 1.1
O=C(Nc1ccnn1C1CCN(CCCC2CCCC2)CC1)c1ccccc1 | 2.3 | 9.7 | -2.3 | 10.0 | -0.2 | 1.6 | -5.9 | 1.4 | -5.1 | -2.1
COC(=O)c1sc(C(F)(F)F)c(-c2ccccc2)c1S(=O)(=O)N(C)C | 2.3 | -3.1 | -4.3 | 0.9 | -0.3 | -0.8 | 16.6 | -24.1 | 0.5 | 0.6
COc1ccc(Cc2nnc(SCC(=O)Nc3ccc(C)c(Cl)c3)[nH]c2=O)cc1 | . | 2.9 | 7.2 | -4.4 | -0.4 | 0.5 | . | -9.0 | 3.1 | 1.7
O=C(CSc1nc(=O)n(CCCN2CCOCC2)c2c1CCCC2)Nc1cccc(F)c1 | . | 5.6 | . | -0.5 | -0.8 | 0.3 | . | -17.7 | 0.8 | -0.9
COc1ccc(S(=O)(=O)Cc2ccc(C(=O)NC3CCCCCC3)o2)cc1 | 2.1 | 23.7 | -1.3 | 1.1 | -3.8 | 2.2 | 18.2 | 1.6 | 10.5 | 2.1
Cc1cc(C)c(S(=O)(=O)N2CCN(C3CC(=O)N(c4ccccc4Cl)C3=O)CC2)c(C)c1 (centres undefined) | . | 5.0 | -4.1 | 2.6 | i | 1.4 | . | 4.1 | 3.4 | 3.0
O=C(O)C(Cc1c[nH]c2ccccc12)NS(=O)(=O)c1ccccc1 (centres undefined) | 3.9 | -4.2 | -1.9 | 4.9 | -0.4 | . | -3.9 | -5.3 | -3.6 | -2.7
COC(=O)C[C@H]1c2cc(C(F)(F)F)ccc2S(=O)(=O)N1Cc1ccc(OC)cc1 | . | 14.5 | 6.4 | 2.7 | i | 1.0 | . | 1.4 | 7.4 | 0.3
O=C(O)c1ccccc1S(=O)(=O)Cc1ccccc1 | 2.9 | 0.1 | 2.5 | 2.5 | -5.0 | . | -9.5 | -12.5 | 2.4 | -1.9
Cc1cccc(C)c1NC(=O)CSc1nnnn1C | 2.1 | -3.5 | -2.6 | -6.5 | i | . | 14.2 | -2.9 | 8.3 | -0.6
O=c1cc(-c2ccc(O)c(O)c2)oc2ccc3ccccc3c12 | . | -6.5 | 1.3 | -6.7 | -0.7 | -0.5 | . | -9.4 | . | 1.8
Cc1cc(-c2cc(N)n(-c3ccccc3)n2)c(C)n1C1CCCC1 | -0.9 | -13.6 | -4.5 | -0.4 | -1.1 | 1.7 | 10.0 | 3.0 | 2.0 | -1.1
COc1ccc2sc(-c3ccc(N(C)C)cc3)c(C#CCCO)c2c1 | . | 7.0 | -1.8 | -16.3 | -0.8 | 0.6 | . | 15.8 | -2.6 | ?
CS(=O)(=O)NCCCNc1c(Cl)cccc1[N+](=O)[O-] | 8.0 | -6.7 | -0.8 | 2.8 | 2.9 | . | 21.3 | -6.8 | -9.4 | 0.2
O=C/C=C/c1c(-c2ccccc2)cc2oc3ccccc3cc1-2 | 2.4 | -6.4 | -14.4 | 25.6 | i | 1.0 | -5.4 | -20.1 | 3.0 | 2.5
CC(C)CCNC(=O)c1ccc2c(c1)N(C)C(=O)c1ccccc1S2 | 4.8 | 32.5 | 0.7 | 9.8 | -0.4 | -0.5 | -16.2 | -2.8 | -2.8 | 1.4
Cc1cc(=O)[nH]c(NCc2ccc(Cl)cc2)n1 | -2.8 | -2.1 | -3.5 | 2.8 | -0.9 | 1.2 | 5.2 | 3.3 | -2.2 | -0.6
Cc1ccnc2nc(C(=O)Nc3nc(-c4ccccn4)cs3)nn12 | -1.9 | 3.2 | -3.7 | 0.7 | -0.3 | 7.3 | 13.4 | 71.8* | -2.6 | 1.5
CCCCNc1c(-c2ccc(SC(C)CC)c(OC)c2)nc2ccc(Cl)cn12 (centres undefined) | . | 17.9 | -15.0 | -7.3 | -0.4 | -1.1 | . | -8.4 | 1.0 | -0.1
CC1([N+](=O)[O-])COC2(OC1)C(=O)Nc1ccccc12 (centres undefined) | 1.8 | -8.4 | -0.2 | 3.9 | i | -0.5 | -1.6 | 3.0 | -0.9 | 0.5
Cc1cccc(C)c1OCc1cc(C(=O)N(C)Cc2cc(C3CC3)n[nH]2)no1 | 6.7 | 32.4 | -1.1 | 5.4 | 3.6 | 1.7 | 7.7 | 1.6 | 1.9 | -0.4
COC(=O)c1c(-c2c(Cl)cccc2Cl)noc1NC(=O)N(C)C | 4.9 | 0.2 | -4.0 | -4.8 | -0.6 | 0.2 | 26.9 | -7.3 | 5.9 | 1.3
COc1ccccc1N(C)S(=O)(=O)c1ccc(C(=O)NC2CCCCC2)cc1 | . | 5.3 | 0.4 | -7.4 | -0.8 | 1.1 | . | -5.8 | -2.9 | 3.7
COc1ccc2[nH]c(=O)c(CN(Cc3ccco3)C(c3nnnn3Cc3ccccc3)C(C)C)cc2c1 (centres undefined) | -2.6 | -10.3 | 0.6 | 8.8 | -0.2 | . | -4.1 | -8.4 | 5.3 | -0.4
CCOc1ccccc1NC(=O)C1CCN(c2nc(-c3ccc(OC)cc3)no2)CC1 | -2.1 | 0.5 | 3.8 | 0.9 | -0.3 | -5.0 | 13.4 | -7.5 | 3.3 | -0.1
COc1ccc(NC(C)=O)cc1S(=O)(=O)N1CCc2ccccc21 | -3.8 | 0.9 | -1.2 | 2.3 | 0.3 | -5.7 | 16.5 | -7.5 | 3.4 | 1.4
CC(C)CCNC(=O)c1cccnc1Sc1ccccc1 | -2.2 | -8.3 | -1.3 | 1.2 | i | . | 20.4 | -14.5 | -12.3 | -0.5
CCCc1nn2c(=O)cc(CSCC(=O)Nc3ccccc3)nc2s1 | -2.6 | 3.2 | 0.8 | 6.5 | 0.2 | 7.9 | -3.6 | -9.9 | -8.3 | -1.5

Four entries drawn at random from the list so far:
SMILES | SARS 3CLpro inh | Y pestis TopoI | Anthrax LF inh2 | MazEF act | Vc quorum ag | TcdB inh | DUSP3 inh | PriA SSB inh | Rv3671c protease | PfHsp40 rescue
COc1ccc(NC(C)=O)cc1S(=O)(=O)N1CCc2ccccc21 | -3.8 | 0.9 | -1.2 | 2.3 | 0.3 | -5.7 | 16.5 | -7.5 | 3.4 | 1.4
CC1([N+](=O)[O-])COC2(OC1)C(=O)Nc1ccccc12 (centres undefined) | 1.8 | -8.4 | -0.2 | 3.9 | i | -0.5 | -1.6 | 3.0 | -0.9 | 0.5
CC(C)CCNC(=O)c1cccnc1Sc1ccccc1 | -2.2 | -8.3 | -1.3 | 1.2 | i | . | 20.4 | -14.5 | -12.3 | -0.5
COC(=O)c1c(-c2c(Cl)cccc2Cl)noc1NC(=O)N(C)C | 4.9 | 0.2 | -4.0 | -4.8 | -0.6 | 0.2 | 26.9 | -7.3 | 5.9 | 1.3

The list continues:
SMILES | SARS 3CLpro inh | Y pestis TopoI | Anthrax LF inh2 | MazEF act | Vc quorum ag | TcdB inh | DUSP3 inh | PriA SSB inh | Rv3671c protease | PfHsp40 rescue
COc1ccc2c(c1)CCc1c(C(=O)Nc3ccc(OC)c(OC)c3)noc1-2 | 1.3 | 1.4 | -1.2 | -4.0 | -0.7 | . | 13.2 | 4.0 | -5.8 | -0.1
CN(CC(=O)Nc1ccc(F)cc1)C(=O)COC(=O)CCN1C(=O)C2CC=CCC2C1=O (centres undefined) | -1.2 | 3.1 | 2.4 | 1.4 | -0.2 | 0.8 | -4.4 | -6.3 | -4.3 | -0.4
CCOc1ccccc1N1CCN(C(=O)c2ccc3[nH]c(C)c(C)c3c2)CC1 | 0.7 | 6.9 | 0.4 | 9.4 | -0.4 | 0.5 | 1.1 | 4.8 | 8.9 | -1.4
CCCn1nnnc1SCC(=O)c1ccc2c(c1)OCCO2 | 4.9 | 9.1 | 0.1 | -2.1 | 65.1* | . | 15.5 | 11.8 | -7.1 | ?
Cc1cc(C)c2oc(-c3cccc(N)c3)nc2c1 | -0.3 | -8.2 | -13.6 | -2.2 | -0.4 | -0.3 | 36.0 | -1.9 | 0.4 | -2.9
CCOC(=O)C1CCCN(Cc2ccccc2F)C1 (centres undefined) | 0.9 | 5.5 | -2.9 | 8.7 | -3.3 | . | 6.4 | -13.5 | 3.6 | 0.0
COc1cc(C(=O)OCC(=O)N2CCCC2)cc(OC)c1OC | 1.4 | -6.6 | -1.8 | 4.2 | 0.4 | . | 22.1 | -28.9 | 4.1 | -1.1
O=C(CSc1nnc(SCc2ccc(Cl)cc2)s1)N/N=C/c1ccccc1Cl | -2.4 | 1.9 | -0.8 | -5.6 | 0.6 | . | -11.0 | . | -63.1 | -1.4
Cc1ccc2cc(CCNC(=O)C3CCCCC3)c(=O)[nH]c2c1C | -0.7 | 5.6 | 1.4 | 0.0 | -0.2 | 0.8 | 13.4 | -7.4 | 11.9 | -0.1
CC(C)n1cc(C#N)c(N)n1 | . | 5.9 | 0.7 | 2.4 | i | 0.9 | . | -20.3 | . | -0.2
CCOc1cc(C2C(C(C)=O)=C(O)C(=O)N2CCc2c[nH]c3ccccc23)ccc1O (centres undefined) | 4.3 | 0.9 | -1.0 | 3.1 | i | -1.2 | 13.9 | 0.8 | 4.8 | 0.3
C[C@]1(C2CCCC2)Cc2cc(OCC(=O)O)c(Cl)c(Cl)c2C1=O | . | -2.6 | -3.5 | -8.1 | 0.4 | 0.7 | . | -2.5 | -3.7 | 4.5

Assay outcomes deposited in PubChem BioAssay by several laboratories.
